# Screening results from PubChem.
# ADAM17 inh – ADAM17 inhibitors, primary screen, biochemical, QFRET | inhibition, % at 6.95 µM | AID 720648, 2013 | 0.83% of 370,000 active | recombinant ADAM17, EDANS/DABCYL FRET peptide cleavage | Disintegrin and metalloproteinase domain-containing protein 17 (Homo sapiens), P78536;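 active means inhibition above the mean of compounds lying between control limits plus 3 SD, set per campaign, cut at about 8.5% in these data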;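 further: 0% = DMSO-only wells as the low control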
# ARFGAP1 inh – inhibitors of rat ARFGAP1 GAP activity, primary screen, biochemical, fluorescence polarization, GDP tracer | ADP-ribosylation factor GTPase-activating protein 1 (Rattus norvegicus), Q62848 | Arfgap1-stimulated ARF1 GTP hydrolysis, GDP FP detection | inhibition, % at 16.5 µM | 0.26% of 360,000 active | AID 651572, 2012;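 active means inhibition above a per-plate limit, mean inhibition of low control wells plus 3 SD, cut at about 25% in these data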;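 further: 0% = DMSO wells with enzyme and 100% = wells lacking Arfgap1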
#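 Assay system: purified rat His6-Arfgap1 residues 1-136 (GAP domain); Reagent: human Δ17 ARF1 bound to GTP; Dosing: 16.5 µM single point, 1.26% DMSO; Times: GTP hydrolysis reaction 2 h at 25 °C; Signal: FP, GDP Alexa 633 tracer displaced from anti-GDP antibody, 620/688 nm; Measure: % inhibition from polarization.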
# ASAP1 inh – inhibitors of human ASAP1 ArfGAP activity, primary screen, biochemical, fluorescence polarization. inhibition, % at 16.5 µM. ASAP1-stimulated ARF1 GTP hydrolysis, GDP FP detection. Arf-GAP with SH3 domain, ANK repeat and PH domain-containing protein 1 (Homo sapiens), …. 0.19% of 360,000 active; in the data active means inhibition above about 25%;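 further: 0% = vehicle with enzyme and substrate and 100% = no enzyme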
# Tn7 DDE FP – inhibitors of Tn7 peptide binding to fibrin DD(E), primary screen, biochemical, fluorescence polarization, human fibrin, Tn7 probe; FP displacement of FITC-Tn7 peptide from fibrin DD(E); 0% = median of compound wells per plate; inhibition, % at 8.3 µM; Fibrinogen beta chain (Homo sapiens), P02675; 0.13% of 370,000 active;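 active means inhibition above the mean of compounds falling within the control limits plus 3 SD of them, cut at about 14% in these data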;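 further: 0% = plate median of compound wells and 100% = 10 µM Aha-Tn7 peptide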
# Target sequence (P02675 whole entry, looked up): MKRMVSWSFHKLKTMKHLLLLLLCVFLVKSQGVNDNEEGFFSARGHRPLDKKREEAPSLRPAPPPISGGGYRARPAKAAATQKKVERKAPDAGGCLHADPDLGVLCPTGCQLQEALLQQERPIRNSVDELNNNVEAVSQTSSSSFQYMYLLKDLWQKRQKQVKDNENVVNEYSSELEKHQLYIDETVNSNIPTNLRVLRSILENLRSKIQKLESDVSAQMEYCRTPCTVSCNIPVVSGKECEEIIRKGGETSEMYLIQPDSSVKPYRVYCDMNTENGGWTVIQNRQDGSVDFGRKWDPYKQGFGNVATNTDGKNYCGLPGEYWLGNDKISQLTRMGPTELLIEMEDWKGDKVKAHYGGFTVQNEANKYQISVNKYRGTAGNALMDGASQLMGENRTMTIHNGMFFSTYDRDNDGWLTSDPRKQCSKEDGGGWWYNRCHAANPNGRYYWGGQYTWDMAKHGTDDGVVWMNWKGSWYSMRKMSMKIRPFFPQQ
#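 Assay system: human fibrin DD(E). Input: DD(E) 2 µM final. Medium: Tris buffer with calcium and detergent, pH 7.8. Compound dosing: single point at 8.3 µM. Timing: 10 min plus 3 h, room temperature. Technique: fluorescence polarization of the labelled Tn7 tracer. Read-out: percent inhibition. Replicates: singlicate testing.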
# proKLK7 act – proKLK7 zymogen activators, primary screen, biochemical, fluorescence intensity. Kallikrein-7 (Homo sapiens), P49862. purified proKLK7, EDANS-DABCYL substrate fluorescence; 100% is mature enzyme control, 0% vehicle. activation, % at 7 µM. 0.9% of 370,000 active;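 active means activation above the mean of all tested compounds plus 3 SD, computed per campaign excluding outliers beyond control limits, cut at about 13% in these data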
# Tn6 DDE FP – inhibitors of Tn6 peptide binding to fibrin DD(E), primary screen, biochemical, fluorescence polarization, human fibrin, Tn6 probe | inhibition, % at 8.3 µM | AID 720509, 2013 | 0.21% of 370,000 active | Fibrinogen beta chain (Homo sapiens), P02675 | Fibrin DD(E) TRITC-Tn6 fluorescence polarization displacement;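 active means inhibition above a per-campaign cutoff: mean of compounds within control limits plus 3 SD, cut at about 15% in these data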;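 further: 0% = median of all compound wells on the plate and 100% = blocking peptide control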
# ADAM10 inh – human ADAM10 inhibitors, primary screen, biochemical, QFRET, HTS | 0.62% of 370,000 active | Disintegrin and metalloproteinase domain-containing protein 10 (Homo sapiens), O14672 | recombinant ADAM10, EDANS/DABCYL FRET peptide cleavage, 3 h | inhibition, % at 7 µM;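 active means inhibition above a per-campaign cutoff equal to the mean of compounds falling between control-based bounds plus 3 SD, cut at about 20% in these data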;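 further: 0% = DMSO wells while the 100% control is not disclosed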
# Target sequence (O14672 214-748 limits assumed): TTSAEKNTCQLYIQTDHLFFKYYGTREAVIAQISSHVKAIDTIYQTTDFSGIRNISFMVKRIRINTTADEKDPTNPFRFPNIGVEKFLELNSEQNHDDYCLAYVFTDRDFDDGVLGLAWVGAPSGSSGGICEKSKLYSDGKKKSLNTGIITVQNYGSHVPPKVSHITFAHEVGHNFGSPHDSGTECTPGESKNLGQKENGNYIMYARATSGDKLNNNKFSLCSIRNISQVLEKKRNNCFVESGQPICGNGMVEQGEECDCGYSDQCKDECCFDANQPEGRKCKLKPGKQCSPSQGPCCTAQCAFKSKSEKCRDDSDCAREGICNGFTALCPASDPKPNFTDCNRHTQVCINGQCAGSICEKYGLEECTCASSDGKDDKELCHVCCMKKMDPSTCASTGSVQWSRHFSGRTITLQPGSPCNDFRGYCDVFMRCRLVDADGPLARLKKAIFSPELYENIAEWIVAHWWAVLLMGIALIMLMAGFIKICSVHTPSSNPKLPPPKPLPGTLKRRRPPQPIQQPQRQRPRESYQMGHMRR
# PLC-gamma1 inh – PLC-gamma1 enzyme inhibitors, primary screen, biochemical, fluorescence, purified enzyme. 1-phosphatidylinositol 4,5-bisphosphate phosphodiesterase gamma-1 (Homo sapiens), P19174. fluorogenic substrate. inhibition, % at 12.2 µM. 0.84% of 370,000 active. AID 720700, 2013; in the data active means inhibition above about 9.5%
# TDP2 absorb – human TDP2 enzyme inhibitors, primary screen, biochemical, epi absorbance, recombinant enzyme. Tyrosyl-DNA phosphodiesterase 2 (Homo sapiens), O95551. T5PNP hydrolysis, p-nitrophenol absorbance 415 nm. inhibition, % at 12.8 µM. 0.34% of 370,000 active;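 active means inhibition above the mean of all tested compounds plus 3 SD, set per campaign, cut at about 25% in these data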;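 further: 0% = DMSO with enzyme and 100% = buffer with substrate but no TDP2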
#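 Read-out basis: percent inhibition. System: recombinant human TDP2. Buffer or medium: Mg2+-containing Tris-HCl buffer, pH 7.5. Repeats: single replicate. Timing: reaction 2 h, 37 °C. Benchmarks: high control without enzyme, low control DMSO plus TDP2. Probe or stimulus: 5 mM T5PNP. Doses: 12.8 µM only. Measured by: epi absorbance of p-nitrophenol freed from T5PNP by hydrolysis.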
# LEDGF integ inh – blockers of LEDGF/p75-dependent integrase strand transfer – biochemical, TR-FRET, high throughput, primary screen. inhibition, % at 3.7 µM. AID 743269, 2014. HIV-1 integrase (with human LEDGF/p75). TR-FRET IN-LEDGF/p75 DNA integration, Eu/Cy5. 0.64% of 370,000 active;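 active means inhibition above the screen-wide mean plus 3 SD, cut at about 13% in these data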;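 further: signal is the Cy5 over europium emission ratio at 671 and 618 nm; 0% = plate median of compound wells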
# The depositor's hits bear a star; i = inactive; x = not tested or not shown. The order is random; overall some 4.2% were active at least once.
SMILES,ADAM17 inh,ARFGAP1 inh,ASAP1 inh,Tn7 DDE FP,proKLK7 act,Tn6 DDE FP,ADAM10 inh,PLC-gamma1 inh,TDP2 absorb,LEDGF integ inh
O=C1/C(=C\c2ccc(-c3ccccc3[N+](=O)[O-])o2)C(c2ccccc2)=NN1c1ccccc1,5.7,-9.2,-22.3,-5.2,-0.9,-1.8,-2.0,4.2,-2.0,5.7
COc1ccc(-c2csc(C(O)(c3ccccc3)C(F)(F)F)n2)cn1 (stereo not drawn),3.2,7.3,6.6,8.8,-0.2,7.5,4.7,0.9,-1.2,-2.9
O=C1N[C@@H](c2ccccc2)COC(=O)[C@@H](Cc2ccc(F)cc2)CC/C=C/C[C@H]1CC(=O)N(CCO)Cc1ccccc1,1.5,-9.7,2.7,4.6,0.3,-1.0,3.9,0.3,-1.6,-2.0
Cc1cc(NC(=O)C23CCC(C)(C(=O)O2)C3(C)C)no1 (stereo not drawn),-0.8,-3.6,-12.7,-1.4,-0.2,-0.1,3.2,0.2,13.9,-1.9
Cc1cc(Cl)ccc1OCC(=O)OCC(=O)NC1CCCC1,-6.4,-2.1,8.4,-8.0,-0.3,-2.7,-6.4,1.1,-1.1,-0.8
O=C(Nc1ccc(C(=O)O)cc1)/C(=C\c1ccc(F)cc1)NC(=O)c1ccco1,1.3,-0.9,2.0,-4.9,0.3,1.8,7.9,0.6,-11.4,4.5
Cc1cc(C)n2ncc(/C(N)=N/OC(=O)Nc3ccc(Cl)cc3)c2n1,-4.1,5.6,3.1,-3.3,-0.3,0.0,-20.3,-2.8,-6.5,-6.2
CN1CCN(C(=S)Nc2ccc(Cl)c(Cl)c2)CC1,2.7,3.4,-8.6,-1.1,-0.4,11.4,1.6,5.6,-1.9,-2.3
COc1ccnc(NC(=S)N2CCN(c3ncc(C(F)(F)F)cc3Cl)CC2)c1,-3.7,x,x,8.7,0.3,8.0,-1.5,4.4,-6.9,4.7
CN(C)CCCn1c(SCC(=O)Nc2nc(-c3cccc(Br)c3)cs2)nc2ccccc2c1=O,-4.3,11.1,1.4,-2.6,-0.5,-8.2,-6.0,-1.4,-14.5,-2.7
CC[n+]1ccc(/C=C/c2ccc(N(C)C)cc2)c2ccccc21,-1.1,37.4*,43.4*,-4.5,-0.4,39.4*,-2.5,2.5,6.2,-12.1
O=C(CSc1nc2ccccc2s1)Nc1ncccn1,1.2,0.4,14.3,-5.9,-0.5,-4.9,2.6,-8.0,-8.2,-3.6
C[C@@H]1CCC2[C@](C)(CO)[C@@H](O)CC[C@]2(C)[C@@]12C[C@](CO)(CC(=O)O)CO2 (stereo partly drawn),3.9,16.5,-0.2,-3.1,-0.4,13.7,-5.9,3.9,-10.3,1.2
COc1ccc(-n2c(SCC(=O)N(C)c3ccccc3)nc3c([nH]c4ccccc43)c2=O)cc1OC,2.4,0.0,-11.2,0.1,-0.9,2.5,-8.3,4.2,-19.3,0.2
CCN1C(=O)[C@H]2[C@@H](c3ccc(-c4cccc(Cl)c4)c(OC)c3)N[C@@](C)(C(=O)OC)[C@H]2C1=O,-5.5,-12.3,4.3,2.6,0.5,-7.6,-9.4,-1.8,6.8,-1.3
CCOC(=O)C1C(=O)OC2(CCCC2)C1C(=O)OCC (stereo not drawn),-2.8,-10.0,8.8,-2.5,0.6,-10.7,-2.8,1.1,-1.8,1.5
CCc1ccc(NC(=O)CN(C(=O)N2CCN(CC)CC2)S(=O)(=O)c2ccc(C)cc2)cc1,-0.3,16.7,-0.4,-3.5,-0.4,6.8,-1.4,0.7,-7.3,-4.5
COc1ccc2[nH]c3c(NCCCOC(C)C)ncnc3c2c1,i,18.7,14.4,2.2,-11.2,-19.8,i,i,-13.1,1.7
Cc1ccc(N2C(=O)c3ccccc3C(C)(C)C2=O)cc1,0.1,1.5,2.2,-6.0,-0.1,-3.4,-2.8,-0.2,0.3,-1.6
Cc1ccc(C)c(N2CCN(c3ncccc3[N+](=O)[O-])CC2)c1,2.1,-3.5,2.9,1.1,-0.3,4.9,-3.3,3.6,-9.5,5.2
CCCc1cc(C(=O)Nc2ccc(C)cc2)no1,-6.0,-3.5,10.5,1.9,-0.2,-5.0,-7.5,5.7,-12.7,1.5
CC(CC(=O)c1ccccc1)=NCCCN=C(C)CC(=O)c1ccccc1,-6.8,-1.7,-4.2,-1.9,0.1,6.3,-50.6,-14.2,-20.7,5.1
Cc1nn(-c2ccccc2[N+](=O)[O-])c(=O)c2ccccc12,1.7,-0.2,-14.3,-5.7,0.0,4.3,-2.6,2.3,2.4,1.7
CC(=O)C1=C(C)Nc2ncnn2C1c1ccc(Cl)cc1Cl (stereo not drawn),-0.8,-4.5,9.1,-1.8,-0.6,-0.2,1.2,0.2,-5.7,-1.7
Cn1cccc1C(=O)OCc1csc(-c2ccccc2)n1,1.8,6.9,3.4,-3.7,0.0,3.1,-8.7,1.0,-8.9,-0.1

# In the list so far, these have a COOH group.
SMILES,ADAM17 inh,ARFGAP1 inh,ASAP1 inh,Tn7 DDE FP,proKLK7 act,Tn6 DDE FP,ADAM10 inh,PLC-gamma1 inh,TDP2 absorb,LEDGF integ inh
O=C(Nc1ccc(C(=O)O)cc1)/C(=C\c1ccc(F)cc1)NC(=O)c1ccco1,1.3,-0.9,2.0,-4.9,0.3,1.8,7.9,0.6,-11.4,4.5
C[C@@H]1CCC2[C@](C)(CO)[C@@H](O)CC[C@]2(C)[C@@]12C[C@](CO)(CC(=O)O)CO2 (stereo partly drawn),3.9,16.5,-0.2,-3.1,-0.4,13.7,-5.9,3.9,-10.3,1.2

# Following part
SMILES,ADAM17 inh,ARFGAP1 inh,ASAP1 inh,Tn7 DDE FP,proKLK7 act,Tn6 DDE FP,ADAM10 inh,PLC-gamma1 inh,TDP2 absorb,LEDGF integ inh
O=C(CSc1nc(-c2ccccc2)c(-c2ccccc2)o1)NCCCO,-6.6,5.9,-3.2,-8.5,-1.1,-4.8,-3.4,-7.3,1.2,0.3
COc1cccc(CC(NC(C)=O)C(=O)NC2CCN(c3c(Cc4ccccc4)c(C)nc4ncnn34)CC2)c1OC (stereo not drawn),1.3,18.0,-6.2,-4.3,-0.1,-4.8,-3.5,-4.2,-10.9,4.3
COCC(=O)N(C)[C@H]1C[C@H]2c3[nH]c4cccc(-c5cccc(F)c5)c4c3CCN2C(=O)[C@H]1[C@H](C)O,-58.8,x,x,-3.3,0.0,-5.1,-192.8,-53.0,-6.1,3.6
COc1ccc(S(=O)(=O)N2CCC(C(=O)N(CC(C)C)C3CCS(=O)(=O)C3)CC2)cc1OC (stereo not drawn),-4.1,3.1,7.7,2.0,-0.3,-2.8,2.5,-2.8,-0.8,-3.6
CCCC(c1nnnn1C(C)(C)CC)N1CCN(C2CCCC2)CC1 (stereo not drawn),-5.3,6.1,-2.0,9.0,0.3,4.1,5.0,1.5,0.9,2.6
Cc1cc(C(=O)N/N=C/c2c(C)n(C)c3ccccc23)n[nH]1,-0.1,2.5,18.9,0.5,1.2,3.0,-8.5,-14.1,-9.5,-4.1
CCOC(=O)c1nnc(-c2ccc(C)cc2)nc1Sc1cccc(Cl)c1,-1.8,10.3,3.7,2.0,0.1,-0.2,-0.3,1.3,-0.5,-0.3
OC(c1ccc(Cl)c(Cl)c1)c1ncc(-c2ccccc2C(F)(F)F)[nH]1 (stereo not drawn),10.2*,13.7,6.2,2.1,-0.4,-2.0,21.6*,6.8,-2.3,3.6
COc1ccc(CNC(=S)Nc2cc(OC)ccc2OC)cc1,1.9,-3.0,-7.2,-6.3,0.0,3.5,10.2,-0.2,-4.8,-0.4
CC1CCCN(C2(O)C(=O)Nc3ccc(Br)cc32)C1 (stereo not drawn),-2.8,-0.7,0.7,6.1,0.8,-5.5,15.8,4.2,-12.7,0.7
CC(=O)Nc1ccc(Nc2ccc3c4c(cc(=O)n3C)-c3ccccc3C(=O)c24)cc1,-3.9,14.1,15.2,1.9,-1.0,1.8,-4.0,-5.9,-6.3,-8.3
C/C(=N\NC(=S)NC(C)C)c1ccc(-n2ccnc2)cc1,-5.5,3.1,5.4,-4.9,0.0,-10.1,-2.5,-1.8,-0.6,2.3
C=CCn1c(=O)c2ccccc2n2c(SCc3nnc(-c4ccccc4Br)o3)nnc12,3.7,3.4,-6.6,9.4,0.4,1.2,-0.4,-1.0,-4.0,-2.6
C[C@@H]1CN([C@@H](C)CO)S(=O)(=O)c2ccc(C#CC(C)(C)O)cc2O[C@H]1CN(C)C(=O)C1CCCCC1,2.1,9.7,-7.3,5.7,0.1,0.4,-14.1,-1.4,2.0,4.3
COc1ccc(/C=C(/CC(=O)Nc2ccc(C)cc2)c2nc3ccccc3s2)cc1,-2.1,-5.9,12.2,6.7,-4.5,-1.1,-11.0,-16.8,12.0,2.6
COc1cc(S(=O)(=O)N2CCCCC2)ccc1NC(=O)c1ccc(F)cc1,1.4,10.5,6.9,1.0,0.2,5.0,7.9,5.0,-12.9,1.2
CC1(OC(=O)C2CCCC2)C(=O)C=C2C=C(c3ccsc3)N(CCc3ccccn3)C=C2C1=O (stereo not drawn),-1.3,-5.7,1.1,0.3,0.1,-0.3,-17.3,-26.0,-3.8,0.8
CCCc1sc(N)nc1-c1ccc(Cl)cc1,5.8,-7.2,-6.3,9.8,-0.1,2.3,12.1,-2.1,7.0,-0.2
COc1ccc(C(=O)Nc2cccc(/C(C)=N\NC(=O)c3ccoc3C)c2)cc1OC,-1.7,2.7,2.8,-6.8,0.1,-6.7,2.4,-0.6,-4.3,-0.4
CCCS(=O)(=O)Nc1ccc2cn[nH]c2c1,-1.9,3.6,-3.3,1.0,-0.2,3.2,-12.6,-0.6,-6.9,-8.6
